TRPM1 prom inh = inhibitors of MITF-dependent TRPM1 promoter reporter, primary screen, cell-based, SK-MEL-5, single point, luciferase; SK-MEL-5 TRPM1 promoter luciferase, 24 h; inhibition, % at 12.5 µM; actives 0.83% (n = 330,000);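 active = mean inhibition across replicates of 60% or more, whatever share of single replicates reaches that level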; note: values of inactives mirror those of a sister screen read the other way
Shn3 3UTR inh = reduction of Shn3 3'UTR firefly luciferase signal, primary screen, Schnurri-3 inhibitor project, cell-based, Clone20 osteoblasts, set 2 | Clone20 osteoblast Shn3 3'UTR firefly luciferase, 24 h | inhibition, % at 12.5 µM | actives 0.52% (n = 360,000) | AID 588674, 2011;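 active = mean inhibition of at least 75% with every replicate also reaching 75%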;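 note: 0% = median of neutral control wells and 100% = pilot-screen positive control compound; some compounds past the cut are filed as inactive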
CF NFkB inh = inhibitors of PAF-induced NF-kB signaling, primary screen, cell-based, GFP fluorescence, uHTS. KKLEB NF-kB-GFP reporter, GFP fluorescence overnight. inhibition, % at 5 µM. actives 0.86% (n = 360,000);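 active = at least 50% inhibition at 5 µM, scaled per plate between neutral and stimulator controls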;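 note: PAF is a Pseudomonas aeruginosa culture filtrate used as stimulus; plate controls were PAF-stimulated DMSO wells for no effect and unstimulated DMSO wells for full effect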
TRAIL sens C8 = viability loss with TRAIL in NB7+C8 cells, primary screen, TRAIL sensitizer project, cell-based, ATPlite luminescence | inhibition (viability loss, TRAIL sensitization), % at 10 µM | actives 1% (n = 360,000);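 active = compounds causing at least 50% loss of cell viability in the single-dose screen, relative to plate controls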
NR2E3 ag-1 = NR2E3 agonists in two-hybrid cells, primary screen, cell-based, luminescence, CHO-S, Gal4-NCOR/VP16-NR2E3; Photoreceptor-specific nuclear receptor (Homo sapiens), Q9Y5X4; luciferase; inhibition of corepressor binding, % at 3.98 µM; actives 0.35% (n = 360,000); AID 602229, 2012;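 active = inhibition above the mean of all tested compounds plus 3 SD, cut at about 70% in these data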;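 note: 0% = DMSO with NR2E3 transfected cells and 100% = cells lacking NR2E3 construct; higher means lower luciferase signal from less NR2E3 corepressor binding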
Target sequence (Q9Y5X4 whole entry, looked up, the tested form may be a part): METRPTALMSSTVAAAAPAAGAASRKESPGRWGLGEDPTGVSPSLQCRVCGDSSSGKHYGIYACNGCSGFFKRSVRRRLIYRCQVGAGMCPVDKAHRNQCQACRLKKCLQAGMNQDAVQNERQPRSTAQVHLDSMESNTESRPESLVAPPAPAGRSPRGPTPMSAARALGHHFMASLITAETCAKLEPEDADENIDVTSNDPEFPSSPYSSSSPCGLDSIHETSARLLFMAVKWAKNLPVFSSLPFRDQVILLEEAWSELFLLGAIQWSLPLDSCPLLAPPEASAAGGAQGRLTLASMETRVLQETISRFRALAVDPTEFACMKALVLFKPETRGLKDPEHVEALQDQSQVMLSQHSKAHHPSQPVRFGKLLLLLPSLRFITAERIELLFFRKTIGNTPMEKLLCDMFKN
NR2E3 ag-2 = inhibitors of NR2E3-RetCOR corepressor binding, primary screen, NR2E3 agonist project, biochemical, TR-FRET, GST-NR2E3, biotin-RetCOR; Photoreceptor-specific nuclear receptor (Homo sapiens), Q9Y5X4; 1536-well; inhibition of corepressor binding, % at 4.78 µM; AID 2300, 2010; actives 0.12% (n = 320,000);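 active = percent inhibition above the cutoff of mean plus 3 SD of all tested compounds, set per screening campaign, cut at about 20% in these data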;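 note: 0% = DMSO wells and 100% = biotin wells as full block of FRET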
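Format: 1536-well format; test system: GST-NR2E3 and biotin-RetCOR proteins; read-out basis: percent inhibition of TR-FRET ratio; timing: 5 h incubation at 4 °C; detection: time-resolved FRET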
TROY NFkB inh = inhibitors of TROY-driven NF-kB signaling, primary screen, Q293 LMP1-TROYcd cells, NF-kB luciferase, uHTS | actives 0.98% (n = 360,000) | Q293 LMP1-TROYcd NF-kB luciferase reporter, 4 h | inhibition, % at 10 µM;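 active = compounds whose plate-normalised and pattern-corrected inhibition of the luciferase reporter signal at the single screening dose is 50% or more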
HIF-2a inh = HIF-2a reporter inhibitors, primary screen, luminescence, 786-0 RCC cells | 786-0 RCC cells HIF-2a reporter, luciferase luminescence, overnight | inhibition, % at 18.8 µM | actives 0.72% (n = 360,000) | AID 624352, 2012;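 active = inhibition of the luminescence signal of 40% or more relative to plate controls, in a single-dose primary screen at 18.75 µM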
KKLEB cytotox = cytotoxicity in KKLEB CF airway cells, primary screen, cytotoxicity control for CF NF-kB inhibitor project, cell-based, uHTS, fluorescence assay plates; activity change (cytotoxicity), % at 5 µM; KKLEB CF airway cells viability, ATPlite luminescence, overnight; stronger effect = lower value; cells stimulated with P. aeruginosa culture filtrate; AID 602141, 2011; actives 0.36% (n = 360,000);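 active = corrected activity change at or below -50% at 5 µM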
Peg3 prom inh = Peg3 promoter-driven luciferase inhibitors, primary screen, cell-based, HeLa, luciferase luminescence; inhibition, % at 20 µM; HeLa PEG-Prom luciferase reporter, overnight; actives 1.7% (n = 360,000); AID 588405, 2011;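 active = inhibition of at least 50% at 20 µM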
TWEAK Fn14 block = inhibitors of TWEAK-Fn14 signaling, primary screen, luciferase reporter cells, uHTS. TWEAK-stimulated Fn14 reporter cells, luciferase luminescence, 8 h. inhibition, % at 10 µM. actives 2% (n = 360,000). AID 1159606, 2016; in the data active = inhibition above about 50%
* hit, by the source's call; / = not tested or not shown. Only part of the results is shown; count on the stated rates, not on these rows.

Each structure is followed by: TRPM1 prom inh, Shn3 3UTR inh, CF NFkB inh, TRAIL sens C8, NR2E3 ag-1, NR2E3 ag-2, TROY NFkB inh, HIF-2a inh, KKLEB cytotox, Peg3 prom inh, TWEAK Fn14 block
> Cc1cc(C)cc(C(O)c2ncc(-c3ccc(C(F)(F)F)cc3)[nH]2)c1 (stereo not given)
→ /, -12, 2, -5, -3, /, 2, 1, -15, 24, -2
> CC1CCc2c(sc(NC(=O)c3noc4c3CCCC4)c2C(N)=O)C1 (stereo not given)
→ -127, -96, 13, 1, -47, /, -40, -282, -5, -300, -46
> CCC(C)(C)NC(=O)CN(Cc1ccc2c(c1)OCO2)C(=O)CCC(=O)Nc1cc(C)ccn1
→ -1, -6, 0, -27, -12, 3, -11, 6, 9, 7, -20
> O=C(Nc1ccccc1F)N(CCCN1CCOCC1)Cc1cc2cc3c(cc2[nH]c1=O)OCCO3
→ 20, -14, -2, 7, -22, 0, 58*, 10, 0, 27, 14
> CSc1nc2ccccc2cc1/C=C(\C#N)c1ccc(Cl)cc1Cl
→ -11, -1, -3, 11, 6, 1, -3, 14, -5, 23, -13
> CNC(=O)CSc1nnc(-c2ccccn2)n1Cc1ccco1
→ -1, 4, -11, -6, 5, 3, 14, 12, 1, 25, -2
> CCOC(=O)N1CCC(NC(=O)Cn2ncc3ccccc32)CC1
→ 1, 3, -7, -18, -7, 1, -4, 6, -2, 12, 15
> Cc1c(NC(=O)OCCNC(=O)COc2c(Cl)cccc2Cl)sc(=S)n1C
→ 3, 16, 5, -6, -5, -2, 8, 24, 5, 15, 7
> CCN(CC)C(=O)Oc1ccc(Br)cc1C(=O)Nc1ccc(F)cc1F
→ -10, -1, -4, 7, -2, -4, -4, 19, 1, 21, 0
> CN(C)S(=O)(=O)c1ccc(NC(=O)CN2CCc3ccccc32)cc1
→ 4, 4, 3, -24, -25, 2, -4, 23, 5, 15, -4
> COc1ccc(OC)c(NC(=O)C2(C)CCN2C(=O)C2(c3ccccc3)CCCC2)c1 (stereo not given)
→ /, 19, 26, -14, 13, /, -9, 3, -12, 30, -4
> O=c1c(-c2ccccc2)[n+]([O-])c2ccccc2n1O
→ -3, -11, 6, 0, -18, -1, -77, -9, -3, 21, -17
> O=C(Oc1coc(CSc2ncccn2)cc1=O)c1ccccc1[N+](=O)[O-]
→ -7, 1, -8, 3, -5, 4, -81, 0, 7, 12, -10
> COC(=O)CSc1nc(N)c2c3c(sc2n1)CCCC3
→ -25, -117, 1, 10, -24, -3, -37, -49, 0, -18, -17
> OC(CN(c1ccccc1)c1ccccc1)Cn1cnc2ccccc21 (stereo not given)
→ 7, 62, -4, 0, 12, 1, 30, 20, 5, 38, 32
> Cc1cc(=O)n2[nH]cnc2n1
→ -1, 1, -4, 1, -10, -1, 1, 19, -1, 14, -24
> COc1ccc2[nH]c3c(c2c1)CCN1C(=O)C(CC(=O)NCC24CC5CC(CC(C5)C2)C4)C[C@H](C(=O)N2CCCCC2)[C@@]31C (stereo not given in full)
→ 17, 27, 8, 2, -32, /, 26, -7, 5, 5, 20
> CCCOc1ccc(C(=O)CCNc2cccc(Cl)c2)cc1
→ -20, -18, -6, 0, -47, 1, -9, -169, -2, -98, -6
> C/C(=N\NC(=O)c1ccc(NS(=O)(=O)c2cccs2)cc1)c1ccccc1
→ 7, 4, 5, -11, 9, 1, 0, 13, 0, -1, 4
> C/C=C/c1ccc(OCC(O)CN(C)Cc2ccc(SC)cc2)c(OC)c1 (stereo not given)
→ 10, 2, 1, -2, -4, 1, -38, 8, -17, 41, -5

Each structure is followed by: TRPM1 prom inh, Shn3 3UTR inh, CF NFkB inh, TRAIL sens C8, NR2E3 ag-1, NR2E3 ag-2, TROY NFkB inh, HIF-2a inh, KKLEB cytotox, Peg3 prom inh, TWEAK Fn14 block
> COc1ccc(NC2CCCN(C(=O)CSc3ccccn3)C2)cc1OC (stereo not given)
→ 3, 5, -17, -27, 2, -3, -17, -8, 4, 3, -3
> NC(=O)C(C(=O)/C=C/c1ccc(Cl)cc1)=C1SCCS1
→ 39, /, 34, -12, 33, 4, -2, -2, 4, 61*, 51*
> COc1cc(OC)cc(-n2nnnc2SCC(=O)N2CCCc3ccccc32)c1
→ 2, 0, 0, -29, -4, 3, 2, 5, 3, 29, -4
> CC(C)(C)c1ccc(C2(C)NC(=O)N(CC(=O)NC3CCS(=O)(=O)C3)C2=O)cc1 (stereo not given)
→ 2, -2, -12, -7, 7, /, 11, 0, 9, -13, 4
> O=C(c1ccc(Br)cc1)N1CCC2(CC1)NCCc1[nH]cnc12
→ -3, -31, -3, -6, -60, -3, -5, 6, 0, -10, -14
> O=S(=O)(NCc1cccnc1)c1ccc(Cl)cc1
→ 8, 27, -8, -8, -21, -2, -9, 12, 1, 13, 11
> Cn1c(=O)n(C)c2cc(/C=N/NC(=O)c3cccc(Br)c3)ccc21
→ 8, 16, -20, 15, -27, -2, -26, 11, 6, -9, 5
> COC(=O)c1ccccc1NC(=O)CSc1n[nH]c(C)n1
→ -4, -1, 12, 2, -11, 0, 16, 7, 0, 7, -15
> CC(=O)c1cc(CN2C(=O)CCC2=O)cs1
→ -3, -5, 0, 1, 2, 2, -9, 15, 3, 15, 2
> O=C(Cc1cccs1)NCc1cn2ccccc2n1
→ -8, 1, -20, -2, -3, 2, 5, -3, 3, 8, 3
> CN(C)CCN(C(=O)c1ccc(S(=O)(=O)N(C)CC2CCCO2)cc1)c1nc2cc3c(cc2s1)OCO3 (stereo not given)
→ 5, -36, -23, -2, -8, 1, -1, -43, -1, -52, -9
> O=C(CNC(=O)OCc1ccccc1)Oc1cc2oc(=O)cc(-c3ccccc3)c2cc1Cl
→ -14, 4, 73*, 3, 16, 3, 50*, -14, -26, 12, 67*
> O=C(Nc1cccc(O)c1)c1cc(S(=O)(=O)N2CCCC2)ccc1Cl
→ 13, -33, 4, 6, -10, -2, -7, -1, -23, -8, 16
> COC(=O)C1=C(C)OC(N)=C(C#N)C1c1ccsc1 (stereo not given)
→ -3, 12, 8, -21, 6, 1, 3, 10, -8, 15, -12
> COc1ccc(/C=C2\SC(N3CCc4ccccc4C3)=NC2=O)cc1
→ -2, -18, -14, 2, -18, -4, -13, -25, -4, 5, -33
> O=C(C1CC1)N1CCN=C1SCc1ccccc1
→ -6, 6, 1, 9, -3, 4, -17, -3, 7, -13, -12
> COc1cc(CNC(=O)CCCC(=O)c2ccccc2)cc(OC)c1OC
→ 4, -4, 0, -2, -2, -1, 12, 8, 3, 3, 10
> COC(=O)CC1C(=O)NCCN1C(=O)OC(C)(C)C (stereo not given)
→ -11, 2, 1, -1, -33, -1, -6, 7, -13, 11, 3
> N#C/C(=C/c1ccccc1)C(=O)NCc1ccccc1
→ -4, 5, 17, -5, -8, -1, -8, 23, 9, 3, 7
> c1ccc(-c2cc(-c3nn4c(-c5ccco5)nnc4s3)c3ccccc3n2)cc1
→ -1, 3, -48, 15, 10, -2, 12, 2, 6, 31, 23

Gathered by group: those above with a tert-butyl group
Each structure is followed by: TRPM1 prom inh, Shn3 3UTR inh, CF NFkB inh, TRAIL sens C8, NR2E3 ag-1, NR2E3 ag-2, TROY NFkB inh, HIF-2a inh, KKLEB cytotox, Peg3 prom inh, TWEAK Fn14 block
> CC(C)(C)c1ccc(C2(C)NC(=O)N(CC(=O)NC3CCS(=O)(=O)C3)C2=O)cc1 (stereo not given)
→ 2, -2, -12, -7, 7, /, 11, 0, 9, -13, 4
> COC(=O)CC1C(=O)NCCN1C(=O)OC(C)(C)C (stereo not given)
→ -11, 2, 1, -1, -33, -1, -6, 7, -13, 11, 3

The results go on.
Each structure is followed by: TRPM1 prom inh, Shn3 3UTR inh, CF NFkB inh, TRAIL sens C8, NR2E3 ag-1, NR2E3 ag-2, TROY NFkB inh, HIF-2a inh, KKLEB cytotox, Peg3 prom inh, TWEAK Fn14 block
> COc1ccc(C(CNC(=O)COc2ccc(-c3ccccc3)cc2)N2CCOCC2)cc1 (stereo not given)
→ 0, 9, 2, -12, -1, -1, 9, 10, -10, 7, -18
> CSc1cccc(NC(=O)CN(c2ccccc2)S(=O)(=O)N(C)C)c1
→ 8, 0, 12, 2, -21, 5, 13, 6, -21, 18, 9
> CN(C)c1ccnc2sc(C(=O)NCc3ccccc3)c(N)c12
→ -47, 4, 20, -6, -21, -3, 9, -142, -5, -70, -21
> COc1cc(C(=O)NCCOc2ccc(C)c(C)c2)cc(OC)c1OC
→ -4, -1, -5, 14, -14, 0, -14, 7, -4, 17, -8
> O=C(CSc1nnc(SCc2ccc(Cl)cc2)s1)N/N=C/c1ccc(C(=O)O)cc1
→ -7, -7, -9, 16, -4, 0, -10, -83, 16, -45, 11
> O=C(NC1CCCc2ccccc21)C1CCN(S(=O)(=O)c2cccc(C(F)(F)F)c2)CC1 (stereo not given)
→ 2, -9, -13, -13, -15, -1, 8, 21, 5, 11, 5
> O=C1NC(=O)N(c2ccc(Cl)cc2)C(=O)/C1=C/c1ccc2c(c1)CCN2Cc1ccccc1Cl
→ 18, 13, -17, -7, -4, /, 10, 18, 9, 3, 14
> COc1ccc(C2N(c3ccc(Cl)cc3)C(=O)C3CCCN32)cc1 (stereo not given)
→ 1, 8, -19, -15, -8, 3, -21, -18, -3, -8, 0
> c1ccc(OCCNc2ccn3nc(-c4ccc(OCCN5CCOCC5)cc4)cc3n2)cc1
→ /, 31, 22, 14, -7, /, 17, -22, -12, 46, 54*
> CCOCCn1c(C(C)C)nc2ccccc21
→ 5, 11, -2, -18, 0, -2, -28, 4, -12, -100, -4
> COc1ccccc1NC(=S)NC(C)C(c1cccs1)N1CCOCC1 (stereo not given)
→ -4, 26, 10, -2, -7, 0, 12, 5, -3, -2, 0
> O=C(Nc1ccccc1)Nc1nnc(COc2ccccc2F)s1
→ -5, 2, 49, -3, 1, 0, 54*, -7, -15, 21, -8

Source: PubChem BioAssay (several laboratories)
